# Screening results (PubChem)
# S1P3 antag – S1P3 receptor antagonists, primary screen, cell-based; Sphingosine 1-phosphate receptor 3 (Homo sapiens), Q99500; CHO S1P3 NFAT-BLA reporter, FRET fluorescence, antagonist mode; inhibition, % at 4.98 µM; actives 0.27% (n = 170,000); AID 485, 2006;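 active means inhibition above the plate cutoff, the mean inhibition of test wells on that plate plus 3 SD, cut at about 28% in these data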;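 further: cells challenged with S1P at its EC80 of 0.8 µM; blue over green emission ratio from cleaved BLA substrate after 4 h stimulation; 0% = S1P-stimulated wells and 100% = unstimulated DMSO-only wells; some compounds past the cut are filed as inactive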
# Target sequence (Q99500 whole entry, looked up): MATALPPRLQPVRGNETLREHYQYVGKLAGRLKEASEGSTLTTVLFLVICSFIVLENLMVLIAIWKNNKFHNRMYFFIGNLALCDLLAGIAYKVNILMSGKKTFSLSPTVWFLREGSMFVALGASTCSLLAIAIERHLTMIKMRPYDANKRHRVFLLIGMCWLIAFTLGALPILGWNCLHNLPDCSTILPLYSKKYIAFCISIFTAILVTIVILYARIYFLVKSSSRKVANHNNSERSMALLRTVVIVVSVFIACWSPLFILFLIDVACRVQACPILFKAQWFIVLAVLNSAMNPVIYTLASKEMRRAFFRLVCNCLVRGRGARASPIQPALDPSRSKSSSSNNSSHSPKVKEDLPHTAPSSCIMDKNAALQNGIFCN
# Efa HMGR inh – inhibitors of E. faecalis class II HMGR, primary screen, biochemical, Enterococcus faecalis; HMG-CoA reductase (Enterococcus faecalis, mvaE); purified E. faecalis HMGR, NADPH absorbance 340 nm kinetic; inhibition, % at 10 µM; actives 0.41% (n = 190,000); AID 1066, 2008;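 active means inhibition above a set limit, the median over all tested compounds plus 3 SD, cut at about 9.5% in these data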;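 further: enzyme runs in reverse so mevalonate oxidation gives rising NADPH absorbance; 0% = complete reaction with DMSO and 100% = background rate lacking mevalonate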
# RAM network inh – inhibitors of the yeast RAM network, primary screen, dse1pr::URA3 reporter, 5-FOA selection; AID 868, 2007; S. cerevisiae dse1pr::URA3 reporter, 5-FOA growth OD615, 2 d; analog-sensitive cbk1-as2 kinase mutant strain; actives 1.8% (n = 190,000); inhibition, % at 50 µM;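 active means inhibition above a set limit, 3 SD over mean compound inhibition, cut at about 8.4% in these data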;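 further: 0% = DMSO-only wells with no growth and 100% = 10 µM 1-NA-PP1 full growth; inhibition rescues growth on 5-FOA so higher OD means more RAM inhibition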
# PPARg SRC-3 ag – PPARgamma agonists recruiting SRC-3 coactivator, primary screen, biochemical; Peroxisome proliferator-activated receptor gamma (Homo sapiens), P37231; biochemical PPARgamma/SRC-3 coactivator recruitment assay; activation, % at 8 µM; actives 0.26% (n = 200,000); AID 731, 2007; in the data active means activation above about 23%;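 further: 0% = DMSO and 100% = reference agonist; some compounds past the cut are filed as inactive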
# Target sequence (P37231 whole entry, looked up): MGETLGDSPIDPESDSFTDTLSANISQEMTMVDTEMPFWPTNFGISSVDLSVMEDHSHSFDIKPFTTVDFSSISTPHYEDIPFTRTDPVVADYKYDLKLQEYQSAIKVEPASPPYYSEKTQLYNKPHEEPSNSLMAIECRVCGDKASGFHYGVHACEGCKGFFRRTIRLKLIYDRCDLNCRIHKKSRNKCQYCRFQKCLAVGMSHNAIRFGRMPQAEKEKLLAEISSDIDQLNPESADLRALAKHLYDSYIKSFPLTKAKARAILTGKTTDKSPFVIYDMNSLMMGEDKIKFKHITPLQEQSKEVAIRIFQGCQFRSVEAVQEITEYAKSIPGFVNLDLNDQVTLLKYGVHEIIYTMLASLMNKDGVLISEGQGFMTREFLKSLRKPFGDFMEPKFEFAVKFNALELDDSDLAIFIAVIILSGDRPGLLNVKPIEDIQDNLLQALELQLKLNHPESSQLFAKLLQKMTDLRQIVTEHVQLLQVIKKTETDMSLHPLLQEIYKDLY
# bIAP inh – bovine intestinal alkaline phosphatase inhibitors, primary screen, selectivity assay for TNAP inhibitor project, biochemical, bovine IAP, CDP-star luminescence; alkaline phosphatase, intestinal [Bos taurus]; purified bovine IAP, 30 min; inhibition, % at 20 µM; 190,000 tested, under 10 active; AID 1019, 2008;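 active means over 50% inhibition of intestinal alkaline phosphatase at 20 µM in the single-dose screen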
#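 System: purified bovine intestinal alkaline phosphatase (IAP) enzyme; Input: IAP diluted 1/65,000,000 in the well; Measured by: CDP-star luminescence signal; Compound dosing: 20 µM single dose; Incubation: 30 min reaction at room temperature.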
# Lmaj promast – Leishmania major promastigote growth inhibition, primary screen | Leishmania major promastigotes, resazurin fluorescence viability | inhibition, % at 10 µM | actives 9% (n = 200,000) | AID 1063, 2008; in the data active means inhibition above about 50%;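 further: promastigotes grown with compound for 44 hours at 28 °C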
# TR-FRET SRC-2 ct – TR-FRET signal artefacts, primary screen, artefact control for PPARgamma SRC-2 agonist project, biochemical | TR-FRET artefact counter-screen; hits give high values | AID 1049, 2008 | actives 0.4% (n = 200,000) | TR-FRET ratio at 8 µM; in the data active means TR-FRET ratio above about 2000; further: inactives centre near 1500
# DTT redox prof – compounds producing H2O2 with reducing agent – biochemical, NIH compound library profiling, artefact control for MLSCN library redox annotation, primary screen; DTT-dependent redox cycling H2O2, phenol red/HRP absorbance; 100% = 100 µM peroxide control, 0% = buffer; actives 0.03% (n = 200,000); activation, % at 10 µM;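 active means activation of at least 50% relative to the plate's high and low controls in the primary single-dose screen; inactive means activation below 50%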;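 further: compound incubated with DTT at 0.8 mM final as the reducing agent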
# ROMK mod – ROMK potassium channel modulators, primary screen, cell-based, thallium flux, MLSMR library. Tet-inducible ROMK, thallium flux fluorescence; actives lie on both sides. B-score at 10 µM. actives 2% (n = 130,000). ATP-sensitive inward rectifier potassium channel 1 (Homo sapiens), P48048. AID 1918, 2009;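 active means signal ratio slope over the read window, or its plate-corrected B-score, at least 3 SD from the plate mean, either direction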;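 further: B-score of the F/F0 ratio slope over 7 to 12 s after thallium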
# PPARg SRC-1 ag – PPARgamma agonists recruiting SRC-1 coactivator, primary screen, biochemical. Peroxisome proliferator-activated receptor gamma (Homo sapiens), P37231. PPARgamma-SRC-1 coactivator recruitment biochemical assay. activation, % at 8 µM. actives 0.41% (n = 200,000). AID 631, 2007; in the data active means activation above about 19%;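 further: 0% = DMSO and 100% = reference agonist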
# PPARg SRC-2 ag – agonists of PPARg-SRC-2 recruitment, primary screen, biochemical, HTS | Peroxisome proliferator-activated receptor gamma (Homo sapiens), P37231 | actives 0.34% (n = 200,000) | activation, % at 8 µM | PPARgamma LBD-SRC-2 recruitment; in the data active means activation above about 22%;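 further: 0% = vehicle and 100% = reference agonist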
# * = called active by the depositor; x = not tested or not shown.
SMILES,S1P3 antag,Efa HMGR inh,RAM network inh,PPARg SRC-3 ag,bIAP inh,Lmaj promast,TR-FRET SRC-2 ct,DTT redox prof,ROMK mod,PPARg SRC-1 ag,PPARg SRC-2 ag
Cc1ccc(C)c(NC(=O)CSc2nnc(CNC(=O)c3cccs3)o2)c1,-7,-1,0.5,-1,3,-9,1375,0.0,0.48,4,4
CCOC(=O)C1CCN(C(=O)C2(NC(=O)NC3CCCCC3)CCCCC2)CC1,-12,0,0.1,-2,-50,15,1437,-0.4,0.3,-3,0
CCOC(=O)Cn1nc(/C=C/c2ccc(OC)cc2)ccc1=O,x,x,x,8,x,-4,1598,0.8,x,-8,0
CCOC(=O)c1cc2c(s1)-c1ccccc1CC2,x,4,0.9,5,12,3,1697,-3.1,x,5,-1
COc1ccc(C(=O)NNC(=O)C(Cc2ccc(O)cc2)NC(=O)c2ccccc2NC(=O)c2ccc(OC)cc2)cc1 (stereo not drawn),0,5,12*,1,2,24,1500,-0.3,0.44,3,1
O=C(CCc1c[nH]c2ccccc12)NC1CC1,x,-5,0.3,0,10,0,1547,0.5,0.22,7,-1
COCCN(Cc1cc2ccccc2[nH]c1=O)C(=O)c1ccccc1OC,-18,-2,-0.1,-4,8,-6,1532,-2.1,x,-2,1
C/C=C(/C)C(=O)O[C@@H]1c2c(ccc3ccc(=O)oc23)O[C@@H]1C(C)(C)OC(=O)/C(C)=C\C,-3,5,18*,4,7,30,1612,0.3,-0.0097,9,3
O=S(=O)(c1ccc(-c2nnc(SCc3ccccc3)o2)cc1)N1CCCC1,25,0,9.3*,2,8,85*,1487,2.6,-1.5,10,3
Cc1cc(C)n(CCNC(=O)CC2C(=O)NCCN2Cc2ccccc2C(F)(F)F)n1 (stereo not drawn),-1,0,0.2,1,-7,-2,1359,-0.5,0.17,-1,-1
CC(=O)Nc1nc(C)c(Oc2ccc(Cl)cc2Cl)c(=O)[nH]1,x,1,1.9,-6,10,-2,1547,-4.6,x,-10,-2
COc1ccc2c(c1)C(c1ccc(C)o1)=NNC(c1cccnc1)=N2,1,1,-0.6,1,5,11,1700,0.5,-0.00085,7,6
O=C(CSCc1cccc(Cl)c1)N/N=C/c1ccc(OCC(=O)N2CCCCC2)cc1,x,-1,1.6,-8,0,2,1412,-3.6,x,-7,-11
COc1cc(C(=O)OCc2ccc(C)cc2)cc(NC(=O)c2cccs2)c1OC,-5,2,2.5,2,5,55*,1570,x,x,-2,0
CN(C)S(=O)(=O)c1ccc(NC=O)cc1,-21,2,-0.1,5,-2,-3,1417,-0.5,-0.47,3,12
CN(Cc1ccon1)Cc1cn(C)nc1-c1ccc2c(c1)OCCO2,2,2,0.7,-4,-8,10,1557,-0.6,0.12,-3,-5
CC(C)C(=O)Nc1nnc(SCc2cccc(F)c2)s1,3,-3,0.2,0,3,22,1523,-2.0,0.27,-1,4
Cc1ccc(N2C(=O)CC(Sc3ncccc3C(=O)O)C2=O)cc1 (stereo not drawn),-10,-3,1.0,4,8,5,1575,-0.3,-0.14,-7,-11
CC1(C)CC(=O)C2=C(C1)N(Cc1ccco1)C(=O)C2(NC(=O)c1cccnc1)C(F)(F)F (stereo not drawn),x,-1,1.1,-10,4,6,1450,0.0,-0.23,-6,2
CNC(=O)COC(=O)c1ccc(NC(=O)CC#N)cc1,x,-1,-0.1,5,6,-3,1500,0.0,1.1,6,8
CCOC(=O)/C(C#N)=C1/C=CN(C)C(C)=N1,13,-2,0.7,-2,4,-1,1555,2.5,x,-5,2
Cc1ccc2nc(SCc3nc4ccccc4c(=O)[nH]3)[nH]c2c1,0,2,1.8,2,-17,-3,1518,-1.1,0.57,-2,-1
Cn1c(N)c(C(=O)COC(=O)C2(c3cccc(F)c3)CCCC2)c(=O)n(C)c1=O,8,-4,2.8,-15,-8,14,1320,2.0,x,-1,1
Cc1nn(-c2ccc(F)cc2)c(Cl)c1/C=C/C(=O)N1CCNC(=O)C1,-6,3,-0.4,6,33,0,1713,-0.2,0.37,4,9
O=C(COc1ccc2ccc(=O)oc2c1)OCc1ccccc1,9,-1,0.5,0,11,-2,1794,-2.4,-0.24,11,2
COc1ccc2[nH]c3nc(SCc4nnc(-c5ccc(C)cc5)o4)nnc3c2c1,0,-6,3.0,0,6,0,1568,0.7,1.7,2,0
Cc1ccc(-c2noc(CSc3nnc(-c4cccs4)n3C)n2)cc1,x,-1,3.5,3,5,-2,1384,1.0,x,7,-5
CCCCn1c(N)c(-c2nc3ccccc3s2)c2c([N+](=O)[O-])nn(CC)c(=O)c21,x,1,2.4,3,27,-3,1558,0.3,-0.056,0,7
CCOC(=O)C1C(=O)OC2(CCCC2)C1C(=O)OCC (stereo not drawn),3,-3,-0.1,3,25,4,1363,1.6,x,0,-2
CC(/C=C/c1ccco1)=N\NC(=O)c1cc(C)[nH]n1,x,-1,2.1,-1,-25,20,1663,2.1,x,2,1

# Three compounds out of the list above, ordered by their value in S1P3 antag, largest number first:
Molecule	S1P3 antag
CCOC(=O)/C(C#N)=C1/C=CN(C)C(C)=N1	13
CCOC(=O)C1C(=O)OC2(CCCC2)C1C(=O)OCC (stereo not drawn)	3
Cc1ccc(N2C(=O)CC(Sc3ncccc3C(=O)O)C2=O)cc1 (stereo not drawn)	-10

# Carrying on.
SMILES,S1P3 antag,Efa HMGR inh,RAM network inh,PPARg SRC-3 ag,bIAP inh,Lmaj promast,TR-FRET SRC-2 ct,DTT redox prof,ROMK mod,PPARg SRC-1 ag,PPARg SRC-2 ag
COc1ccc(NC(=O)C23CC4CC(C2)CC(c2ccc(C)cc2)(C4)C3)cc1,1,-8,2.1,-4,5,12,1386,1.5,x,-4,-4
Cc1cc(C)cc(N/C(N)=N/c2nc(C)cc(C)n2)c1,15,-1,0.4,-1,0,85*,1590,-0.2,0.72,1,3
FC(F)(F)c1cccc(Cc2noc(CN3CCCCC3c3ccccn3)n2)c1 (stereo not drawn),5,-1,1.7,3,1,-7,1671,0.4,-0.35,-3,2
Cc1ccc2[nH]c(-c3ccccc3)c(CN3CCOCC3)c(=O)c2c1,x,-2,2.4,2,0,-2,1432,0.0,0.59,3,3
COc1ccc(NC(=O)CCc2nc(-c3ccc(C)cc3)no2)cc1Cl,-15,-2,6.4,7,16,-7,1546,1.4,x,12,7
COC(=O)c1c(C)nsc1NC(=O)Oc1ccccc1,7,-7,2.6,4,-1,-4,1799,-0.5,-0.37,6,5
COc1ccccc1Oc1ccc2c(c1)C(=O)N(c1ccccc1)C2=O,x,1,1.5,-19,9,-2,1447,0.9,0.79,-2,-5
COCCOC(=O)C1=C(C)NC2=C(C(=O)CC(C)(C)C2)C1c1cccnc1 (stereo not drawn),22,1,0.5,8,-12,64*,1569,0.5,-0.1,8,1
COc1ccc(NC(=O)c2ccc(COCC(F)(F)F)cc2)cc1OC,-15,-2,1.5,-3,18,-1,1578,0.3,0.79,-10,-13
CC1=CC(C)C2(CO)COC(c3ccccc3O)C1C2C (stereo not drawn),x,-2,0.4,1,5,9,1441,0.2,1.3,0,4
Cc1ccc(NCc2nnc3n2CCCCC3)c(C)c1,14,0,-0.8,4,-12,-9,1404,-2.7,1.1,-2,7
CCCC(=O)NNC(=O)CCC(=O)Nc1ccccc1Cl,-18,-7,1.2,0,12,8,1480,0.2,0.24,0,-2
CCc1ccc(OCCCC(=O)NCc2ccccc2)cc1,-7,-7,0.4,-5,-3,-3,1598,-0.2,-0.55,4,-4
CCCOc1c(Br)cc(/C=N/O)cc1OC,x,-6,0.8,0,-4,4,1601,-0.1,-1.1,3,7
COc1ccc(N2CCN(C(=O)CSc3nnc(-c4cc5ccccc5cc4O)n3C)CC2)cc1,-2,-3,1.5,-5,10,-6,1370,2.8,1,-4,-3
OCCCNC(=S)NC1CCCC1,6,-2,0.8,-2,-14,-8,1594,-0.2,1,0,4
Cc1cc(=O)[nH]c2cc(O)ccc12,x,2,0.9,-8,7,-3,1604,1.0,x,-2,9
Cc1noc(C)c1C(=O)OCC(=O)c1ccc[nH]1,4,3,2.8,7,0,-2,1562,1.9,x,4,2
CC(C)Oc1ccc(CN=C(N)N=C(N)N)cc1Cl,8,0,-0.1,0,2,-6,1465,0.5,x,2,1
CCN1CCN(CC(=O)Nc2cc(C)c(C)cc2[N+](=O)[O-])CC1,11,3,-0.1,-2,-50,22,1623,0.5,x,-4,3
O=c1c2ccccc2nc(CSc2nnnn2-c2ccccc2)n1-c1ccccc1Cl,x,-3,1.3,7,5,-1,1360,-0.8,0.81,-8,-6
Cc1cccc(-n2c(-c3csc(C)c3C)n[nH]c2=S)c1,-4,-1,0.1,-1,6,-7,1516,-0.4,x,2,1
Cc1c(Cl)cccc1-n1ccnc1SCC(=O)O,6,-5,2.5,-13,2,-3,1325,2.6,0.51,-2,-5
Cc1ccc(-c2nnc(N3CCN(C(=O)c4ccco4)CC3)c3ccccc23)cc1,-25,1,1.7,-5,19,6,1386,-0.5,x,-2,1
O=S(=O)(c1ccc(Oc2ccc(Br)cc2F)nc1)N1CCCCC1,10,-3,3.4,-5,x,12,1685,0.1,-2.9,13,1
Cn1c(O)c(C=NC(CC(N)=O)C(=O)O)c(=O)n(C)c1=O (stereo not drawn),8,0,1.9,18,-17,-4,1398,0.0,x,1,-6
CC(=O)NCCCC(=O)NN1C(=S)N(Cc2ccccc2)C(=O)C1CC(=O)Nc1cccc(C)c1 (stereo not drawn),-3,-1,-0.7,0,-13,-11,1219,-1.7,0.0063,-4,-3
O=C(Nc1cccc(Cl)c1N1CCCCC1)c1ccc2c(c1)OCCO2,7,-14,6.3,4,13,10,1678,0.9,x,-5,6
C=CCc1cc(C=O)cc(OC)c1OCc1c(Cl)cccc1Cl,x,-3,1.4,-2,18,79*,1605,-5.0,x,-6,17
Cc1ccc(N2C(N)=NC(N)=NC23CCCC3)c(C)c1,-14,0,1.7,9,18,2,1475,0.6,-1.1,4,7
COCCn1c(-c2cccc([N+](=O)[O-])c2)nc2c1c(=O)[nH]c(=O)n2Cc1ccccc1,-1,-4,0.9,0,x,84*,1501,0.2,x,-1,-7
O=[N+]([O-])c1ccc(C2Nc3cccc4cccc(c34)N2)cc1,-14,2,12*,7,32,-4,1698,0.8,x,21*,17

# This is a random part of the collection; overall some 13% were active at least once.
